Screening results as filed in PubChem BioAssay.
HTR5A inv ctr – HTR5A inverse agonism, opioid heterodimer counter-screen. P47898. HTR5A cell line, luminescence. inhibition, % at 9.3 µM. 340,000 compounds, 0.083% hits; in the data active = inhibition mostly above about 23%, no sharp cut-off; inactive = mostly below about 18%;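 note: 0% = cells with DMSO and 100% = no-cell wells with DMSO; some compounds called inactive have numbers as strong as hits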
phage Ecoli inh – E. coli growth loss with phage present | 360,000 compounds, 0.26% hits | growth absorbance | AID 651602 | inhibition, % at 11.9 µM; in the data active = inhibition above about 11%
Pemphigus Ab inh – inhibitors of pemphigus antibody binding to human desmoglein-3; DSG3-coupled beads, scFv-anti-DSG3-GFP binding, flow cytometry; stronger effect = lower value; binding (percent of control), % at 10 µM; 310,000 compounds, 0.48% hits; AID 588358;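 active = binding more than 3 SD below its plate's average and above zero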; note: some compounds called inactive have numbers as strong as hits
OPRM1-OPRD1 inv – inverse agonist of human OPRM1-OPRD1 heterodimerization; cell-based MOR-DOR heterodimer luminescence, inverse agonism; inhibition, % at 9.3 µM; 340,000 compounds, 0.21% hits; in the data active = inhibition above about 22%, passing the limit was not always enough;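 note: 0% = cells with DMSO and 100% = wells without cells with DMSO; values of inactives mirror those of a sister screen read the other way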
Target sequence (P35372 whole entry, looked up): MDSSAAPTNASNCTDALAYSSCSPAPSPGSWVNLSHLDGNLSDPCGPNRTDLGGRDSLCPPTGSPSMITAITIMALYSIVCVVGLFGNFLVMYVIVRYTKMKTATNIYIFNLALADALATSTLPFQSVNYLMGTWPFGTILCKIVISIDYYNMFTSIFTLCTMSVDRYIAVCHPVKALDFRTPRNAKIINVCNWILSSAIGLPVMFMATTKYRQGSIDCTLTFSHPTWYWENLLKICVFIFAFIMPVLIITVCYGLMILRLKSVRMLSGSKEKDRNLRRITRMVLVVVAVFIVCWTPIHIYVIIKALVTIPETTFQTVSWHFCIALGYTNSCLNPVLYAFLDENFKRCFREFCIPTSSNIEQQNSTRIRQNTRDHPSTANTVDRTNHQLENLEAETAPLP
Target sequence (P41143 whole entry, looked up): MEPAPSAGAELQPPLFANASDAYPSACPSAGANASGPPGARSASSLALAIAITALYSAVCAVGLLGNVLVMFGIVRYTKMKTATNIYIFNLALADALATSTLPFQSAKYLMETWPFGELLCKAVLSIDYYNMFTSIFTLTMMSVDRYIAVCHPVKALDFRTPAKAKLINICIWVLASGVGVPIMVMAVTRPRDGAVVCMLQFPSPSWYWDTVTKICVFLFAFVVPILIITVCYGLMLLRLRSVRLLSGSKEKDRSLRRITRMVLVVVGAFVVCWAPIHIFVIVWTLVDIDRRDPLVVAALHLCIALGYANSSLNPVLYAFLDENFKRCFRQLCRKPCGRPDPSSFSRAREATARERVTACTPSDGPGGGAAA
PKA-R1A activ – activates the PKA-R1A holoenzyme complex | PKA-R1A dissociation, Cy5-IP20 fluorescence polarization; scaled: DMSO 0%, 113 µM cGMP 100% | 340,000 compounds, 0.083% hits | P00514+P68181 | activation, % at 11.4 µM;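 active = percent activation above the mean of all tested compounds plus 3 SD, cut at about 19% in these data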;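 note: higher means more PKAc released from R1A so a rise in polarization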
HTR5A ag ctr – activates human HTR5A in OPRM1-OPRD1 agonist counter-screen; HTR5A agonist assay, luminescence, cell-based; activation, % at 9.3 µM; 340,000 compounds, 0.61% hits; in the data active = activation mostly above about 9.5%, no sharp cut-off; inactive = mostly below about 7.6%;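 note: 0% = cells with vehicle only and 100% = reference agonist; strong numbers were not always called active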
PfHsp90 set2 – inhibits growth of yeast expressing Plasmodium falciparum Hsp90; inhibition, % at 9.4 µM; 310,000 compounds, 0.32% hits; S. cerevisiae expressing PfHsp90, BacTiter-Glo ATP, 48 h; yeast lacking PDR1 and PDR3 efflux regulators;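 active = every replicate shows inhibition above about 80%, whatever the replicate mean, limit read from the data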;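 note: 0% = DMSO neutral controls and 100% = 20 µM radicicol positive controls; yeast relying on Plasmodium falciparum Hsp90 in place of its own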
OPRM1-OPRD1 ag – OPRM1-OPRD1 heterodimerization agonism; P35372+P41143; cells, luminescence; activation, % at 9.3 µM; 340,000 compounds, 0.3% hits; in the data active = activation above about 18%;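 note: 0% = vehicle-treated cells and 100% = reference agonist; values of inactives mirror those of a sister screen read the other way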
SUMO Mot1 rescue – inhibitors of SUMOylation pathway: yeast Mot1-301 growth rescue; S. cerevisiae Mot1-301 growth rescue, ATP luminescence, 38.5C; percent above DMSO median, 100 means doubled; growth rescue, % at 18.8 µM; 320,000 compounds, 1% hits; AID 2716;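 active = every valid replicate shows activation above 250% relative to neutral control wells; inactive = the rest, any valid replicate at or below 250%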;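 note: OY570 slx delta 5 strain wells were the positive control but not used for scaling; some compounds called inactive have numbers as strong as hits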
AddAB inh – less growth of phage-infected E. coli with AddAB | inhibition, % at 11.9 µM | 330,000 compounds, 0.29% hits | E. coli expressing H. pylori AddAB, absorbance growth; in the data active = inhibition above about 12%;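 note: 0% = vehicle wells of infected cells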
E coli growth – counter-screen for AddAB inhibitors: E. coli growth inhibition. E. coli V3065 growth, OD600 absorbance, 18 h. inhibition, % at 11.9 µM. 330,000 compounds, 0.27% hits;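 active = inhibition above the campaign's mean inhibition across all tested compounds plus 3 SD, cut at about 9.9% in these data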;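 note: uninfected addAB+ strain grown without phage in ampicillin broth; 0% = DMSO wells and 100% = ciprofloxacin 0.95 µg/ml wells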
* hit, by the source's call; x = no result given.

Start of the listing, in advance, two compounds:
mol | HTR5A inv ctr | phage Ecoli inh | Pemphigus Ab inh | OPRM1-OPRD1 inv | PKA-R1A activ | HTR5A ag ctr | PfHsp90 set2 | OPRM1-OPRD1 ag | SUMO Mot1 rescue | AddAB inh | E coli growth
Cc1ccccc1NC(=O)CSc1nn2c(=O)c(C)nnc2s1 | 10 | 0.3 | 76 | -3 | 3 | 0 | 6 | 0.8 | 69 | 1.5 | 0.8
COc1cccc(NC(=O)CN(C)C(=O)CCCc2nc3ccccc3s2)c1 | -4 | 6.2 | 96 | 7 | 8 | 1 | -15 | -1.1 | 103 | 0.6 | 1.9

The list itself, from the start:
mol | HTR5A inv ctr | phage Ecoli inh | Pemphigus Ab inh | OPRM1-OPRD1 inv | PKA-R1A activ | HTR5A ag ctr | PfHsp90 set2 | OPRM1-OPRD1 ag | SUMO Mot1 rescue | AddAB inh | E coli growth
Cc1ccccc1NC(=O)CSc1nn2c(=O)c(C)nnc2s1 | 10 | 0.3 | 76 | -3 | 3 | 0 | 6 | 0.8 | 69 | 1.5 | 0.8
COc1cccc(NC(=O)CN(C)C(=O)CCCc2nc3ccccc3s2)c1 | -4 | 6.2 | 96 | 7 | 8 | 1 | -15 | -1.1 | 103 | 0.6 | 1.9
O=S(=O)(CCc1nc2ccccc2o1)c1ccc(Cl)c(Cl)c1 | 13 | 1.1 | 95 | 6 | 10 | -3 | -20 | -1.0 | -4 | 4.1 | 1.3
Cc1ccccc1-c1noc(-c2ccc(Cl)cc2)n1 | -8 | 2.8 | 107 | 6 | 2 | -6 | -1 | -1.0 | 2 | 2.2 | -0.8
Cc1ccc(NC2CCCN(C(=O)c3cn4cc(Cl)ccc4n3)C2)cc1C (stereo unspecified) | -4 | 1.6 | 127 | 6 | -10 | 1 | 14 | -1.1 | x | 1.2 | -0.2
Cc1cc(C)nc(Nc2ccc(Cl)cc2C)n1 | -5 | 0.2 | 100 | 3 | -3 | 1 | -7 | -0.6 | 15 | x | x
COC1CCCN(Cc2cn(C)nc2-c2ccc(Oc3ccccc3)cc2)C1 (stereo unspecified) | -14 | -1.1 | 129 | -10 | -15 | 0 | x | 1.9 | 7 | 0.6 | 0.3
COc1ccc2cc(C(=O)N3CCCC(Nc4ccc(F)cc4)C3)n(C)c2c1 (stereo unspecified) | -7 | 0.1 | 110 | 6 | -3 | 1 | 2 | -1.1 | 10 | 1.3 | 0.2
COc1ccccc1C1NC(=O)NC(C)=C1C(=O)OCc1ccccc1 (stereo unspecified) | -6 | -0.8 | 104 | 11 | -5 | 2 | -6 | -2.3 | -14 | 2.6 | 2.1
CSCC[C@H](N)C(=O)NC[C@H]1CC[C@H](C(=O)N[C@@H](Cc2ccccc2)C(=O)O)CC1 | 6 | 5.6 | 106 | 18 | -17 | -1 | 5 | -3.8 | -3 | 0.3 | 0.3
COc1ccc2c(c1)CC/C(=C/c1cc(OC)c(OC)c(OC)c1)C2=O | -18 | 1.5 | 101 | 24 | -10 | 6 | 9 | -4.5 | 1 | -1.6 | -1.1
O=C(Nc1ccc(Oc2ccc(Br)cc2)cc1)C1=CC=CN2CCS(=O)(=O)N=C12 | -5 | 5.9 | 104 | 9 | -17 | 2 | 20 | -2.4 | 3 | 1.6 | -0.5
COc1ccccc1CN1CCCCCC1 | 12 | 2.4 | 101 | -1 | -13 | -3 | -5 | 0.2 | -6 | -0.9 | -2.0
O=C(COc1ccccc1)N=C1SC2CS(=O)(=O)CC2N1c1ccccc1F (stereo unspecified) | 3 | 3.2 | x | 13 | -2 | 3 | -3 | -2.5 | -9 | 2.7 | 1.8
Cc1ccc(CNC(=O)c2ccc(Cn3nc(C)c(Cl)c3C)o2)cc1 | -32 | 1.3 | 104 | 2 | 0 | -5 | 109* | -0.4 | 86 | -1.9 | -1.0
O=C1NC(Nc2nc3ccccc3s2)(C(F)(F)F)C(=O)N1C1CCCCC1 (stereo unspecified) | -2 | 2.2 | 120 | 8 | -2 | 3 | 7 | -1.4 | 11 | 0.7 | 1.0
CC12CCC(O)CC1=CCC1C2CCC2(C)C(c3ccn[nH]3)CCC12 (stereo unspecified) | -6 | 1.3 | 111 | -8 | -4 | 2 | -35 | 1.6 | x | x | x
C=CCn1c2ccccc2c2nnc(SCC(=O)NC(C(=O)OC)C(C)C)nc21 (stereo unspecified) | -14 | 0.8 | 108 | 14 | 0 | 0 | x | -2.6 | -16 | 0.5 | -3.0
Cc1ccc(S(=O)(=O)NCCN2CCN(S(=O)(=O)c3ccccc3Cl)CC2)cc1 | -1 | 3.6 | 93 | 3 | -15 | 0 | x | -0.7 | -9 | 1.4 | 4.0
CCN(CC)c1ccc(NC(=O)CCS(=O)(=O)c2ccc(Br)cc2)c(C)c1 | -12 | 1.0 | 104 | 1 | -11 | 3 | -14 | -0.3 | 4 | 0.3 | -0.5
COc1ccccc1N1CCN(C(=O)CCC(=O)Nc2nnc(C(C)C)s2)CC1 | 12 | -0.2 | 89 | -1 | 4 | -1 | 1 | 0.1 | 27 | 2.4 | -0.7
CC1CCc2c(sc3ncnc(SCC(=O)Nc4ccc(C(=O)O)cc4)c23)C1 (stereo unspecified) | 8 | -1.3 | 108 | -1 | 3 | -3 | 3 | 0.2 | 4 | 1.0 | -2.7
C[C@H]1C=C(C(=O)N2CCN(Cc3ccc4c(c3)OCO4)CC2)O[C@@H](OCc2ccc(CO)cc2)C1 | 14 | 3.3 | 105 | 4 | -1 | -5 | 3 | -0.7 | 1 | 1.1 | -1.7
Cc1cc(-c2ccccc2)nc(N/N=C/c2ccccc2)n1 | 17 | 2.2 | 119 | -18 | 10 | -7 | -22 | 3.2 | 14 | -0.5 | -0.6
O=C(O)CCCCCN=C1CCc2ccccc2N1 | -14 | -0.4 | 109 | 8 | 0 | 0 | -27 | -1.5 | -17 | x | x

New compounds follow:
mol | HTR5A inv ctr | phage Ecoli inh | Pemphigus Ab inh | OPRM1-OPRD1 inv | PKA-R1A activ | HTR5A ag ctr | PfHsp90 set2 | OPRM1-OPRD1 ag | SUMO Mot1 rescue | AddAB inh | E coli growth
COc1ccc(C(=O)C2CCCN(C(=O)c3ccnn3C)C2)c(C)c1 (stereo unspecified) | 0 | 2.5 | 104 | 15 | 8 | 0 | -22 | -2.9 | -17 | 3.7 | 2.1
O=C1c2ccccc2C(=O)N1CCc1nc(-c2ccccn2)no1 | -7 | 3.4 | x | 7 | -7 | 4 | -11 | -1.3 | -14 | -0.8 | 2.8
O=c1[nH][nH]c(C(F)(F)F)c1C=Nc1ccc(Cl)cc1 | 3 | 3.2 | 97 | 14 | 6 | 2 | 14 | -2.3 | x | 1.8 | 0.2
Cc1ccc(NC(=O)CC2SC(=NC3CCCCC3)NC2=O)cc1 (stereo unspecified) | 10 | 3.8 | 101 | -3 | -8 | -3 | 4 | 0.6 | 0 | 3.5 | -0.8
CN(C)/C=C1\N=C(c2ccc3c(c2)OCO3)OC1=O | 1 | 2.3 | 103 | -4 | 12 | 2 | -14 | 0.9 | -11 | 3.5 | 1.1
N#Cc1cccc(CN2CCC(=O)N([C@H](CO)Cc3ccccc3)CC2)c1 | -19 | 2.4 | 104 | 7 | 8 | 7 | -2 | -1.1 | 2 | 4.4 | -0.4
C[C@H]1CN=C(N(C)C)N1CCC1CCCCC1 | 23 | 2.5 | 100 | 12 | -1 | -1 | x | -2.2 | 126 | 0.8 | -0.5
CCOC(=O)N1CCN(C(=O)COC(=O)c2cc(Cl)c(O)c(Cl)c2)CC1 | -8 | 2.5 | 105 | -1 | 1 | 2 | -4 | 0.1 | -8 | 4.5 | 3.3
COc1ccc(NC(=O)c2ccco2)cc1NC(=O)c1cccs1 | -7 | 4.1 | 103 | 12 | 4 | 2 | -14 | -2.3 | 33 | 2.3 | -1.2
Cc1csc(NC(=O)c2cc(C)nc3ccccc23)n1 | 6 | -0.2 | 113 | 17 | -19 | -2 | 2 | -3.6 | -7 | 0.7 | 0.8
CCn1cc(C(=O)OCC(=O)N(C)Cc2ccccc2)c(=O)c2ccc(C)nc21 | 7 | 2.2 | 115 | -2 | -6 | -3 | x | 0.5 | 13 | 98* | 95*
CC(=O)Oc1ccc2occ(C(=O)c3ccccc3)c2c1 | x | 2.2 | 99 | x | x | x | x | x | 60 | 0.4 | -0.8
O=C(NC(=S)Nc1ccccc1)c1ccc(Br)o1 | 12 | 2.1 | 99 | 11 | -5 | 0 | -23 | -1.6 | 8 | 2.3 | -3.6
Cc1cccc(NC(=O)c2ccc(-n3cccn3)c([N+](=O)[O-])c2)c1 | 13 | 0.5 | 110 | 13 | 3 | 0 | -9 | -2.2 | 10 | 4.0 | 2.9
Cc1ccc2[nH]c(=O)c(CN(C)C(=O)c3cccs3)cc2c1 | -4 | 4.8 | 119 | 7 | 9 | 1 | -27 | -1.3 | 43 | 4.2 | 1.0
COc1ccc2c(c1)C1NC(=S)N[C@@](C)(O2)C1C(=O)Nc1ccccc1 (stereo partly specified) | -3 | -0.8 | x | 14 | -10 | 1 | -17 | -2.8 | -11 | 1.4 | -2.2
CC1(NC(=O)Cn2cc(C(F)(F)F)ccc2=O)CCS(=O)(=O)C1 (stereo unspecified) | 22 | 7.2 | 102 | 21 | -6 | -4 | -1 | -5.4 | -11 | 0.6 | -1.8
Cc1cc2nccnc2cc1C | 11 | 0.2 | 91 | 11 | -1 | -3 | -22 | -2.2 | x | x | x
COc1ccc(NC(=O)c2sc(SCc3ccccc3)nc2N)cc1 | 14 | 2.7 | 99 | 2 | -10 | -1 | -11 | -0.5 | 6 | 1.6 | -0.6
CC(NC(=O)c1ccc(C(C)(C)C)cc1)C(=O)O (stereo unspecified) | 16 | 2.4 | 100 | 13 | 0 | 2 | 10 | -2.4 | 55 | -1.2 | 1.2
COc1ccc(Nc2nc3c(C)cccc3cc2C#N)cc1 | -4 | 2.4 | 103 | 1 | -3 | 1 | -5 | -0.2 | -4 | 1.0 | -1.1
Cc1coc2c(C)c3oc(=O)c(CCC(=O)NCCC(=O)O)c(C)c3cc12 | -1 | -0.1 | 98 | 14 | -5 | 0 | -2 | -3.2 | 296 | -1.2 | -3.0
Nc1nc(SCc2ccccc2)c2ncn(C3OC(CO)C(O)C3O)c2n1 (stereo unspecified) | -17 | 2.3 | 113 | 7 | -4 | 4 | 15 | -1.4 | x | x | x
CC(=O)Nc1ccc(S(=O)(=O)N2CCN(C(=O)N3CCOCC3)CC2)cc1 | -3 | 0.3 | 102 | 12 | 7 | 1 | -4 | -2.0 | -11 | 2.8 | -1.0
CCN(CC)CCNS(=O)(=O)c1ccc(Cl)cc1 | 5 | 0.8 | 110 | 8 | -8 | -4 | -52 | -1.4 | 3 | 3.0 | 2.0
CC(C)CNC(=S)NC(=O)c1ccc([N+](=O)[O-])cc1 | -6 | 1.4 | x | -37 | -1 | 3 | -32 | 9.0 | 5 | 1.5 | -1.0
CCNC(=O)N1C(=O)C2(OCCO2)c2ccccc21 | -3 | 1.3 | 115 | 13 | -9 | -3 | 1 | -3.2 | -3 | 1.4 | 0.0

Hits appear at their usual frequency; about 3.2% have a hit in one of these screens.
